IL1B secr inh: inhibitors of inflammasome signaling (IL-1 beta secretion) | AID 743279 | 4.7% of 360,000 active | activity change, % at 57.5 µM | THP-1 LPS/ATP IL-1B secretion, AlphaLISA, 16 h; hits give low values; in the data active = activity change below about -50%; inconclusive = mostly about -30% to -49%; also: % is scaled to controls: 0 for no effect and ±100 for the full control effect
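Secreted IL-1B measured by AlphaLISA bead assay after 16 h compound exposure of THP-1 cells; compounds (final up to 57.5 uM) added 1 h before LPS (250 ng/mL) and ATP (1.25 mM) stimulation; lower signal means less secretion.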
D3 ag: agonists of human D3 dopamine receptor; AID 652048; P35462; max activation, %; D3R DiscoveRx beta-arrestin cells, luminescence, 90 min; 0.58% of 410,000 active; in the data active = max activation above about 30%; also: 0% is about no effect; mostly tested at two doses, the higher about 12 µM
Target sequence (P35462 whole entry, looked up): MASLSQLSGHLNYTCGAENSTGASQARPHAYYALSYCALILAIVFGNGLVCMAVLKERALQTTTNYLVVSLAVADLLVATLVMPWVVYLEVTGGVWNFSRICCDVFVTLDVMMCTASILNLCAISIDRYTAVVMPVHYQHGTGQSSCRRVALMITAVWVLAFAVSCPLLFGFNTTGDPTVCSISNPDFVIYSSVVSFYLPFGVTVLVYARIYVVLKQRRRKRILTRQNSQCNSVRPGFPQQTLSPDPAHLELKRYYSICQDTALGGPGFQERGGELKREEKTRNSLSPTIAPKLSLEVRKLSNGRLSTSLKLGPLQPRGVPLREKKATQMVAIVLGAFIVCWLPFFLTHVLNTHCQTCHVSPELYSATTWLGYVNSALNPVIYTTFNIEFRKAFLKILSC
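Agonist mode: compounds and dopamine controls were applied to plated cells for 90 min at 37 degrees C after an overnight attachment at 1500 cells/well. Luminescent read-out followed 30 - 60 minutes at room temperature with DiscoveRx detection reagent.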
KB-3-1 tox: KB-3-1 parental cell cytotoxicity; KB-3-1 viability, CellTiter-Glo ATP luminescence, 72 h; Potency, µM (top dose mostly 46.1 µM), without a hit: top-dose activity change, negative = cytotoxic, actives largely listed as cytotoxic; 1.4% of 400,000 active; also: potency is read from the fitted curve at half-maximal effect; % is scaled to controls: 0 for no effect and ±100 for the full control effect; nearly all actives have a fitted effect of over 60% in size
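Using CellTiter-Glo luminescence, growth of non-resistant KB-3-1 adenocarcinoma cells is assessed 72 h after pin-tool compound addition at 37 °C. Normalized responses across the concentration series yield fitted curves.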
KB-V1 cytotox: KB-V1 MDR subline cytotoxicity; KB-V1 MDR cells viability, CellTiter-Glo, 72 h; Potency, µM (titrated, usually from 46.1 µM), for the others: at the top dose activity change, negative = cytotoxicity, usual class: cytotoxic; 3.4% of 400,000 active; AID 1347076; also: potency is read from the fitted curve at half-maximal effect; % is scaled to controls: 0 for no effect and ±100 for the full control effect; nearly all actives have a fitted effect of over 60% in size
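In this primary screen, KB-V1 cells overexpressing P-gp are incubated with library compounds (lowest to highest concentration) for 72 h at 37 degrees C before a luminescent ATP viability read.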
GLP1R cytotox: cytotoxicity in counter-screen for GLP-1R inverse agonists; 0.13% of 410,000 active; HEK293 cAMP-luciferase reporter cells, luminescence, 24 h; AID 624418; Potency, µM (highest dose often 38.3 µM), without a hit: at the highest dose activity change, negative = inhibition, hits mostly inhibitors;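 also: loss of luciferase light is scored as toxicity; potency is read from the fitted curve at half-maximal effect; % is scaled to controls: 0 for no effect and ±100 for the full control effect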
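A 23 nL compound transfer followed 12 hours of cell culture at 37 deg C; exposure then lasted 24 hr. Luciferase assay detection reagent was dispensed and plates read for luminescence after a 12 min room-temperature wait.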
HT1080 IDH1KD tx: toxicity to HT-1080 IDH1 knockdown cells (counter line); HT-1080 IDH1 knockdown viability, ATP luminescence, 48 h; Potency, µM (titrated, usually from 46.1 µM), inactives show top-dose activity, negative = toxicity, usual class: cytotoxic; 2% of 360,000 active; AID 686971;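 also: potency is read from the fitted curve at half-maximal effect; 0% = DMSO wells and -100% = cell-free medium wells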
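Luminescent ATP read-out (CellTiter-Glo, 10 min at room temperature) after 48 h compound exposure at 37 °C gave viability of IDH1-knockdown HT-1080 cells. Activity was normalised to DMSO and cell-free wells, then fitted as concentration-response curves.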
HT1080-NT tox: kills 2HG-producing HT-1080-NT fibrosarcoma cells | HT-1080-NT fibrosarcoma viability, CellTiter-Glo ATP luminescence, 48 h | Potency, µM (series often up to 46.1 µM), for the others: at the highest dose activity, negative = less viability, hits mostly cytotoxic | 1.6% of 360,000 active;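 also: NT is the 2HG producing partner of a matched IDH1 knockdown line; potency is read from the fitted curve at half-maximal effect; 0% = DMSO-treated cells and -100% = media-only wells without cells; nearly all actives have a fitted effect of over 55% in size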
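750 cells/well, RPMI + 5% FBS; 2 h settle, compound pin-transfer, 48 h at 37 degrees C. CellTiter-Glo 10 min RT, luminescence. Normalized to DMSO and media-only wells.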
MCF10A rerep: induces DNA re-replication in MCF 10a normal breast cells | MCF 10A DNA re-replication, Hoechst nuclear intensity, 48 h | Potency, µM (highest dose often 46.1 µM), inactives show at the highest dose activity, positive = re-replication, most hits filed as activators | 2.9% of 350,000 active | AID 624296; also: potency is read from the fitted curve at half-maximal effect; % of control where 0% means no effect; nearly all actives have a fitted effect of over 50% in size
SW480 rereplic: DNA re-replication induction in SW480 cells; SW480 DNA re-replication, Hoechst DNA content imaging, 48 h; Potency, µM (highest dose often 46.1 µM), inactives show at the highest dose re-replication activation, actives largely listed as activators; 1.8% of 340,000 active; AID 624297; also: potency is read from the fitted curve at half-maximal effect; % of control where 0% means no effect; nearly all actives have a fitted effect of over 55% in size
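First, 250 cells per well were seeded. Next, compound or vehicle (23 nL) was pinned in, plates sat 48 hr at 37 C. Finally Hoechst was added for 40 min before fluorescence scanning.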
* marks the source's active call; other numbers are inactive results; ? = inconclusive; nt = no result given; & = joins results of further samples; [ ] = dose if it differs, or a comment. Unless noted, calls follow the shape of the dose curve; as a rule, active = well fitted curve in the direction sought with a large enough effect; inconclusive = small, poorly fitted or top-dose-only effect, or another doubt; inactive = no such curve, though single readings can be large; an effect the other way counts as inactive or inconclusive. Rows are unselected; any-hit rate near 11%.

SMILES	KB-V1 cytotox	HT1080 IDH1KD tx	SW480 rereplic	IL1B secr inh	MCF10A rerep	GLP1R cytotox	HT1080-NT tox	KB-3-1 tox	D3 ag
Cc1ccc(S(=O)(=O)N2CCCCC2)cc1NC(=O)COc1ccccc1	-8.1%	-21.7%	?	14.3	3.4%	-5.8%	-20.6%	6.9%	9.3
Cc1ccc(C(=O)Nc2nc3ccc(S(C)(=O)=O)cc3s2)cc1C	22.0%	7.6%	11.2%	-6.0	7.9%	-5.0%	-1.9%	6.5%	4.4
CC(C)CNC(=O)c1c2c(nc3ccccc13)-c1ccccc1CC2	-10.3%	-10.5%	-8.7%	-12.8	8.5%	-19.4%	-16.3%	-0.9%	1.8
CCCc1cc(C(=O)N2CCCC(C(=O)c3cccc4ccccc34)C2)n(C)n1 (configuration not stated)	?	-4.4%	-5.6%	-12.4	5.1%	-4.6%	-5.4%	-16.4%	10.9
O=C(NCc1ccco1)c1cccc2c1C(=O)c1ccc(/C=C/c3ccccc3)cc1S2(=O)=O	-18.2%	?	?	1.0	9.2µM*	22.5%	?	?	5.1
COC(=O)COc1ccc(/C=C2\SC(=O)N(CC(=O)Nc3ccccc3F)C2=O)cc1	-0.5%	25.1%	-1.3%	4.9	8.6%	2.3%	12.8%	6.3%	2.0
COc1ccc(-n2c(=S)[nH]c3cc(C(=O)NCc4ccco4)ccc3c2=O)c(OC)c1	6.9%	-0.8%	-6.4%	-16.9	11.4%	1.2%	1.4%	-4.9%	-3.1
C[C@@H](C(=O)Nc1ccc2ccccc2c1)[C@@H]1C[C@@]1(C)[C@@H](N)c1ccccc1	?	-13.4%	10.3%	-11.9	-4.3%	4.9%	-1.6%	0.0%	-7.2
COc1ccc(-c2nc(CSCC(=O)NCCCN3CCCC3=O)c(C)o2)cc1	12.6%	20.9%	-0.3%	0.0	-1.6%	-7.4%	7.3%	-14.4%	1.6
Cc1cnn(C(=S)NCCc2ccccc2)c1	4.5%	22.7%	-5.3%	-29.5	-4.4%	?	?	-3.0%	8.2
O=C(CSc1nnc(-c2ccc(F)cc2)n1CC1CCCO1)NCc1ccco1 (configuration not stated)	2.3%	1.0%	-5.4%	0.0	0.3%	13.7%	0.6%	6.8%	-9.6
CC(=O)N1c2ccc(S(=O)(=O)N3CCC(C(=O)Nc4ccc(C)cn4)CC3)cc2CC1C (configuration not stated)	-4.9%	-9.3%	-4.4%	-18.9	-1.0%	4.1%	-5.1%	16.4µM*	-7.9
c1ccc(-c2nnc(SCc3nc4ccccc4[nH]3)n2Cc2ccco2)cc1	?	-3.8%	-2.6%	-2.9	23.0%	7.0%	-11.7%	-1.9%	-13.2
O=C(CCCNC(=O)/C(=C\c1ccc(F)cc1)NC(=O)c1ccccc1)OCc1ccccc1	-2.5%	-5.0%	-5.5%	5.6	8.2%	-9.5%	-1.0%	-1.0%	-2.2
CC(=O)Nc1ccc(NC(=O)C(C)OC(=O)c2ccc3ccccc3n2)cc1 (configuration not stated)	?	5.9%	5.5%	25.8	1.5%	-12.8%	-1.8%[9.24 µM]	15.0%	-4.8
COc1ccc(NC(=O)C2CCN(C(=O)NC3CCCCC3)CC2)c(OC)c1	-2.1%	2.2%	-7.0%	-6.4	-5.9%	-17.3%	8.2%	14.4%	0.2
Cc1ccc2cc(NC(=O)C3(C)CCN3CC(C)C)ccc2n1 (configuration not stated)	-2.3%	?	nt	-0.1	nt	-0.2%	?	0.0%	1.0
COc1ccc(C(C(=O)NC2CCCC2)N(C(=O)c2ccco2)c2ccc(OC)c(OC)c2)cc1 (configuration not stated)	3.3%	-1.6%	0.1%	5.9	16.6%	-0.9%	5.0%	4.4%	1.0
Cc1cc(S(=O)(=O)N2CCCCCC2)c(Cl)cc1Cl	?	-9.5%	6.6%	5.1	19.0%	24.0%	-3.0%	10.8%	0.6
O=C(COC(=O)Cc1ccc(Cl)cc1)Nc1ccccc1F	-4.0%	-3.1%	6.0%	-3.3	8.7%	1.7%	-2.9%	-3.8%	2.5
Cc1cccc(NS(=O)(=O)c2ccc(NC(=O)N3CCCCC3)cc2)c1	-9.8%	-0.9%	-7.4%	-4.7	-1.3%	-8.5%	-4.6%	-11.6%	15.2
COc1ccc(NC(=O)C(=O)NCC(c2ccco2)N2CCc3ccccc3C2)cc1OC (configuration not stated)	?	-3.0%	4.2%	-2.8	17.0%	6.0%	-1.5%	6.9%	-5.4
COc1ccc(O)c(C(=O)c2coc(=N)c(C(=O)Nc3ccc(SC(F)F)cc3)c2)c1	23.1µM*	-14.0%	0.3%	-54.4*	29.3%	9.1%	-10.2%	6.7%	2.6
CCn1ccc2cc(S(=O)(=O)N3CCCN(C(=O)Nc4ccccc4OC)CC3)ccc21	?	nt	nt	nt	nt	3.8%	nt	-1.0%	3.5

Arranged by molecular weight (rising): part of the list above
SMILES	KB-V1 cytotox	HT1080 IDH1KD tx	SW480 rereplic	IL1B secr inh	MCF10A rerep	GLP1R cytotox	HT1080-NT tox	KB-3-1 tox	D3 ag
CC(C)CNC(=O)c1c2c(nc3ccccc13)-c1ccccc1CC2	-10.3%	-10.5%	-8.7%	-12.8	8.5%	-19.4%	-16.3%	-0.9%	1.8
O=C(NCc1ccco1)c1cccc2c1C(=O)c1ccc(/C=C/c3ccccc3)cc1S2(=O)=O	-18.2%	?	?	1.0	9.2µM*	22.5%	?	?	5.1
COc1ccc(C(C(=O)NC2CCCC2)N(C(=O)c2ccco2)c2ccc(OC)c(OC)c2)cc1 (configuration not stated)	3.3%	-1.6%	0.1%	5.9	16.6%	-0.9%	5.0%	4.4%	1.0

(continued)
SMILES	KB-V1 cytotox	HT1080 IDH1KD tx	SW480 rereplic	IL1B secr inh	MCF10A rerep	GLP1R cytotox	HT1080-NT tox	KB-3-1 tox	D3 ag
O=C(CN1C(=O)CCSc2ccc(S(=O)(=O)N3CCCC3)cc21)Nc1ccccc1Cl	-25.4%	2.5%	-5.0%	0.0	-1.7%	-7.7%&1.0%	1.9%	0.2%	1.9&8.4
Cc1cccnc1NC(=O)c1nn(C)c2c1CS(=O)(=O)c1ccccc1-2	0.0%	-0.8%	-18.2%	0.0	-2.1%	11.3%	-0.8%	18.9%	0.7
CCc1ccc(S(=O)(=O)c2nnn3c2nc(N2CCCC(C)C2)c2cc(Cl)ccc23)cc1 (configuration not stated)	-15.3%	nt	nt	nt	nt	17.3%	nt	-20.2%	-1.6
O=C(Nc1c(F)c(F)c(F)c(F)c1F)NC1CCCCC1	16.4µM*	-0.2%	3.8%	-6.9	2.0%	0.1%	-22.0%	-15.8%	-1.4
O=C(NCc1cccnc1)Nc1cccc(NC(=O)NCc2cccnc2)c1F	3.8%	8.4%	-5.2%	17.1	-2.6%	0.4%	15.3%	2.5%	4.5
CC(C)CNC(=O)c1cccc(NC(=O)Cc2ccc(Cl)cc2)c1	5.8µM*	-9.2%	-126.8%[inhibitor]	-3.2	-72.4%[inhibitor]	9.3%	1.7%	?	-2.6
O=C(CCNC(=O)Cn1ccc2ccccc2c1=O)NCCc1ccccc1Cl	0.7%	13.2%	-6.0%	-1.8	12.1%	3.5%	-12.4%	-3.9%	6.1
COc1cc(NC(=O)c2cccs2)c(OC)cc1NC(=O)c1ccco1	?	-3.3%	-314.4%[inhibitor]	12.6	12.0%	-3.2%[1.53 µM]	3.9%	12.7%	0.5
N#CCc1ccc(OC(=O)Nc2ccccc2)cc1	14.0%	20.8%	-9.2%	9.3	-2.3%	-9.7%	19.2%	7.6%	7.7
Cc1ccnc2nc(NC(=O)c3ccco3)nn12	0.4%	1.7%	-0.7%	-3.7	8.6%	3.6%	4.5%	1.7%	-2.4
O=C(CN1C(=O)NC2(CCCCC2)C1=O)NCCC1=CCCCC1	-22.5%	13.1%	-0.6%	21.6	?	-3.5%	11.3%	-0.2%	-0.2
Cc1ccc(S(=O)(=O)NC(=O)Nc2nnc(C)s2)cc1	7.3%	19.4%	-22.2%	-6.6	-1.5%	-17.1%	15.7%	-0.2%	1.1
O=C(NNC(=O)C1CCCO1)c1ccc([N+](=O)[O-])cc1 (configuration not stated)	13.8%	-0.1%	?	18.4	-1.4%	-1.8%	5.8%	2.4%	1.4
CCOC(=O)c1ccccc1NC(=O)CC(C)CC(=O)O (configuration not stated)	?	11.3%	-1.0%	23.6	1.0%	-1.0%	7.4%	5.6%	-14.9
CN1CCc2ccccc2C1Cc1ccccc1NC(=O)c1sc2ccccc2c1Cl (configuration not stated)	0.6%	9.3%	-2.3%	0.1	-0.7%	-3.8%	7.0%	-13.1%	0.4
COc1ccc(C(=O)NCC(=O)N/N=C/c2cccnc2)cc1OC	0.0%	10.3%	10.7%	-15.1	-0.5%	2.0%	18.8%	-3.7%	4.0
COc1ccccc1C(=O)C1CCCN(C(=O)c2cc(C(C)C)no2)C1 (configuration not stated)	-6.6%	-10.8%	-4.6%	-0.6	7.3%	-6.6%	6.4%	3.2%	-4.8
O=C(NC(=S)Nc1cccc(Cl)c1N1CCCCC1)c1ccco1	3.0%	?	18.4µM*	17.5	?	?	11.2µM*	-3.7%	-0.9
Clc1ccc(/C=N/NC2=Nc3cccc4cccc2c34)cc1	0.0%	?	13.2%	11.8	?	?	?	-0.6%	5.1
COc1cc(OC)c(N(C)S(=O)(=O)c2cccc(C(=O)OCC(=O)c3c[nH]c4ccccc34)c2)cc1Cl	?	?	?	13.2	17.9%	-2.0%[1.53 µM]	-20.3%	-16.0%	32.8*
O=C(Cc1ccc(F)cc1)Nc1ccc2[nH]ncc2c1	18.9%	5.3%	-5.1%	-3.8	-5.8%	-1.9%	20.1%	0.7%	-0.1
Cc1cc(C)cc(OCC(=O)NNC(=O)CN2C(=O)c3ccccc3C2=O)c1	40.9%	16.5%	2.0%	-1.8	-6.0%	14.2%	24.0%	-8.1%	0.6
CCOc1ccc(/C=C/C(=O)Nc2ccccc2C(F)(F)F)cc1	1.0%	-0.5%	1.4%	-20.7	9.2%	-22.7%	8.7%	12.5%	-4.6

From PubChem BioAssay
